Assay outcomes: PubChem, Sanford-Burnham Center for Chemical Genomics
SENP1 inh: human SENP1 catalytic domain inhibitors, primary screen, biochemical, FRET, uHTS. recombinant SENP1 catalytic domain, CyPet-SUMO1-YPet FRET cleavage. 360,000 tested, 0.21% active. Sentrin-specific protease 1 (Homo sapiens), Q9P0U3. inhibition, % at 10 µM;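 active = inhibition at least 30% at 10 µM, raw YFP signal under a set limit, fluorescence ratio 0.5 to 1.5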;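 also: 0% = enzyme with DMSO and 100% = no enzyme wells; some results filed as inactive read as strong as hits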
Target sequence (Q9P0U3 419-644 limits assumed): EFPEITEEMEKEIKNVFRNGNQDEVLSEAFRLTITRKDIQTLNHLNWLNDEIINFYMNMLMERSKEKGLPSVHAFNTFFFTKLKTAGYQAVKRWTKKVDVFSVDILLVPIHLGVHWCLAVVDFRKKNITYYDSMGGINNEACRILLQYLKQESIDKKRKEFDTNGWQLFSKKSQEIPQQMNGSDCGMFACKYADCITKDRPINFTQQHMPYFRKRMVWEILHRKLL
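Test system: recombinant human SENP1 catalytic domain, His6-tagged / Medium: pH 8 Tris buffer with EDTA, NaCl, BME, BSA, NP40, catalase / Also added: SUMO1 FRET substrate flanked by Cypet and Ypet, 25 nM / Times: 50 min reaction at room temperature / Signal: FRET, CFP and YFP emission / Control set: no-enzyme low control and enzyme-plus-DMSO high control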
GRIN3A LBD mod: binders of NR3A ligand-binding domain, primary screen, biophysical, differential scanning fluorimetry, uHTS. Glutamate receptor ionotropic, NMDA 3A (GRIN3A) ligand-binding domain. NR3A LBD differential scanning fluorimetry, Tm shift; 0% = protein alone, 100% = glycine-bound protein. Tm shift relative to glycine control, % at 25 µM. 340,000 tested, 2.5% active. AID 1259313, 2017;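 active = melting temperature shift of at least 10% of the positive control shift, at one fixed dose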
ATG4B inhibitor: ATG4B protease inhibitors, primary screen, biochemical, fluorescence, uHTS. Cysteine protease ATG4B (Homo sapiens), Q9Y4P1. ATG4B cleavage of LC3-PLA2, NBD-HPC fluorescence, 1 h. inhibition, % at 8.33 µM. 340,000 tested, 0.51% active; in the data active = inhibition above about 40%
SENP6 inh: SENP6 protease inhibitors, primary screen, biochemical, luminescence, uHTS; AID 2599, 2010; Recombinant SENP6 catalytic domain, aminoluciferin luminescence; Sentrin-specific protease 6 (Homo sapiens), Q9GZR1; inhibition, % at 10 µM; 330,000 tested, 1.8% active;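 active = inhibition above about 50% at the single tested dose, limit read from the data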;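 also: plate controls were DMSO wells with enzyme for no effect and DMSO wells lacking enzyme for full effect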
SENP8 block: human SENP8 protease inhibitors, primary screen, biochemical, fluorescence, Nedd8 protein substrate, uHTS; recombinant SENP8; inhibition, % at 20 µM; 360,000 tested, 0.64% active; in the data active = inhibition mostly above about 40%, no sharp cut-off; inactive = mostly below about 27%
Target sequence (Q96LD8 whole entry, looked up): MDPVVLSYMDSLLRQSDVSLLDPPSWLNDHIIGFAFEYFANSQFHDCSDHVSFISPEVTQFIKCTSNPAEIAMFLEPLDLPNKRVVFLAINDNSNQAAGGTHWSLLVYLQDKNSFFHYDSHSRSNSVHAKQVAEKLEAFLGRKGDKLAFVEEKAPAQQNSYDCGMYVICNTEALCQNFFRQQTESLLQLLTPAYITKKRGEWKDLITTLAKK
hIAP activ: human IAP activators, primary screen, biochemical, luminescence, uHTS; purified human IAP, CDP-Star luminescence, 30 min; active compounds read high; 1 = vehicle-only enzyme, 0 = enzyme-free background; 330,000 tested, 0.16% active; activation factor at 10 µM;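 active = activation factor of the enzyme at least 2-fold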; also: the source names both 10 and 20 µM as test concentration; values of inactives mirror those of a sister screen read the other way
Target sequence (P09923 whole entry, looked up): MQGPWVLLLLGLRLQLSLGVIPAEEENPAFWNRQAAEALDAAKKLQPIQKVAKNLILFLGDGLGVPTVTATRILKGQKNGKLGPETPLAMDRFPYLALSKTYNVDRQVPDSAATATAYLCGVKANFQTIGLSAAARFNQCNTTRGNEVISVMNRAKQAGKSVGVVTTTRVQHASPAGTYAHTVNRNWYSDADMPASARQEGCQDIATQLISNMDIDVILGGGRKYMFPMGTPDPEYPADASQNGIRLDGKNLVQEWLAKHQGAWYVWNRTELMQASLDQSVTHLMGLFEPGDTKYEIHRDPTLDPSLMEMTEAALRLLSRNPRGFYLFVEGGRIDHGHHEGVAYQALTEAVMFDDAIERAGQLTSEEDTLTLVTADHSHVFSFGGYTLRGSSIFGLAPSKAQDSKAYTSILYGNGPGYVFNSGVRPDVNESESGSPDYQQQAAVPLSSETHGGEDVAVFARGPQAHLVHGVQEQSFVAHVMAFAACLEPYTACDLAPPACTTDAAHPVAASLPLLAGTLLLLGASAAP
MPTP block: mitochondrial permeability transition pore inhibitors, primary screen, biochemical, isolated mouse mitochondria, absorbance. Ca2+ swelling absorbance, 30 min. inhibition, % at 10 µM. 360,000 tested, 1.4% active;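 active = inhibition of 50% or more, scaled per plate between neutral and stimulator controls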;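 also: 0% = DMSO wells given calcium and 100% = 1 mM EGTA wells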
PfGluPho inh: PfG6PD enzyme inhibitors, primary screen, biochemical, fluorescence intensity, uHTS; PfGluPho enzyme, NADPH resazurin-diaphorase fluorescence; inhibition, % at 20 µM; AID 504690, 2011; 350,000 tested, 0.78% active; glucose-6-phosphate dehydrogenase-6-phosphogluconolactonase (Plasmodium falciparum 3D7);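 active = inhibition reaching at least a set limit at 20 µM in the primary screen, cut at about 59% in these data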;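 also: 0% = DMSO wells with substrate and 100% = DMSO wells lacking glucose-6-phosphate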
* = called active by the depositor; nt = not tested or not shown.

mol	SENP1 inh	GRIN3A LBD mod	ATG4B inhibitor	SENP6 inh	SENP8 block	hIAP activ	MPTP block	PfGluPho inh
COc1cc(NC(=O)c2ccccc2)cc(OC)c1	1	-1	-7	54*	5	1	0.2	0
O=C(Nc1ccc(CSc2ccccc2)cc1)c1ccc(CN2CCOCC2)cc1	3	-2	-2	2	12	0.89	5.9	8
Cn1c(CC(=O)NNC(=O)c2ccc(F)cc2F)nc2ccccc21	0	-2	-11	-12	-5	1.7	-3.0	3
CCOc1ccc(S(=O)(=O)N2CCCCC2)cc1NC(=O)CSCc1c(C)noc1C	3	0	-3	0	10	1.2	-0.6	13
Cc1ccc(C(=O)NCC(=O)OCc2nnc(-c3ccc([N+](=O)[O-])cc3)o2)s1	5	-1	-7	-7	6	0.86	-0.3	12
C=CCNC(=S)NNC(=O)c1ccc(C)c(Cl)c1	1	0	-3	-11	5	1.5	-2.3	2
Cc1ccc(-c2c(C(=O)N(C)Cc3ccccc3)oc(=O)c3ccccc23)cc1	2	-2	22	-20	7	0.95	7.0	-2
COc1ccc(NC(=O)C(=O)N/N=C\c2ccc(CNC(=O)C(=O)Nc3ccc(C)c(C)c3)o2)c(OC)c1	nt	2	4	5	nt	1.1	nt	0
O=C(NCCNCc1ccccn1)c1ccco1	-1	-1	-9	11	6	0.83	0.9	12
C=CCNC(=O)c1cccc2c1C(=O)c1ccc(N3CCCC3)cc1S2(=O)=O	-22	2	-7	-5	25	0.82	-0.7	-1
O=c1ccc(S(=O)(=O)N2CCCC2)cn1Cc1ccc(F)cc1	1	0	-1	3	2	1.1	0.3	-1
C=CCSc1nnc(NC(=O)c2ccc(N3CCCC3=O)cc2)s1	0	-6	-2	-4	-405	1.1	1.5	-10
COc1ccc(C(=O)N2CCN(C)C(=O)[C@@H]2C)cc1OC1CCN(C(C)C)CC1	-6	0	21	-5	3	1.2	-2.0	-4
Cc1ccc(C(C)CCN2CCC(n3nccc3NC(=O)c3ccccc3)CC2)o1 (stereo not given)	-7	7	-7	-3	0	1	-0.4	18
CCc1nnc(NC(=O)C(C)N2C(=O)C3C4C=CC(C4)C3C2=O)s1 (stereo not given)	-2	-1	-7	-9	15	0.91	-0.3	0
CCCCN(C(=O)c1cccc(S(=O)(=O)N2CCCCC2)c1)C1CCS(=O)(=O)C1 (stereo not given)	1	-1	-7	-10	10	1.1	0.4	11
Cn1nc(-c2ccc(S(N)(=O)=O)s2)cc1C(F)(F)F	1	1	4	-15	10	1.2	9.4	-5
CCN(CC)CCCNCC(=O)Nc1ccc2c(c1)CCC2	2	-1	-9	4	14	1.1	-0.1	6
N=C1/C(=C/c2cccn2-c2ccc([N+](=O)[O-])cc2)C(=O)N=C2SC=CN12	6	-5	-3	-34	10	0.98	0.1	25
O=C1CCc2cc(S(=O)(=O)NC(C(=O)N3CCN(c4ccccn4)CC3)c3ccccc3)ccc2N1 (stereo not given)	-2	1	-7	2	-7	0.96	-0.2	-7
CCOC(=O)c1cc(CC)sc1N	0	-2	-6	-20	24	1.1	2.2	-1
Cn1c2ccccc2c2cc(/C=N/NC(=O)c3cc(O)ccc3O)ccc21	15	26*	1	23	-388	1	2.7	13
CCCC1C(=O)N(Cc2ccccc2)C(=O)CC1C (stereo not given)	3	-7	7	5	3	0.97	0.3	-5
CCOC(=O)CCCc1ccc(/C(C)=N/NC(N)=S)cc1	4	-5	-10	-9	8	0.86	-1.3	8
Cc1ccc(C2C(C#N)=C(N)OC3=C2C(=O)CC(C)(C)C3)s1 (stereo not given)	-4	1	1	12	14	1	0.6	5
Cc1cc(NC(=O)c2ccc(N3C(=O)CCC3=O)cc2)no1	1	0	4	3	15	1	2.1	-9
COc1cc(C(=O)NC2CC(C)(C)CC(C)(C)C2)ccc1OC1CCN(C(C)=O)CC1	1	-2	-5	8	11	1.3	-1.4	-6
COc1ccc(-n2c(N)c(C#N)c3ccc([N+](=O)[O-])cc3c2=O)cc1	-24	-1	-8	13	-154	0.87	1.1	-4
COc1ccc(C(=O)C(C)OC(=O)c2sc(C)nc2C)cc1 (stereo not given)	3	0	-8	-12	-3	0.96	-1.0	-7
O=C(COC(=O)c1cccc(C(F)(F)F)c1)NCc1ccccc1	0	2	2	-6	10	1.1	2.7	-13
Cc1ccccc1OCCC(=O)NCCc1ccc(S(N)(=O)=O)cc1	-2	1	2	5	23	0.95	-1.4	-10
COc1cc(OC)cc(C(=O)NNC(=O)CCCOc2ccccc2)c1	2	1	-4	-8	17	1.2	-0.7	13
CCCOc1cccc(C(=O)N(Cc2ccccc2)C2CCS(=O)(=O)C2)c1 (stereo not given)	2	0	-3	-12	10	1.1	-0.3	5
CN(C)c1ccnc2sc3c(=O)n(-c4ccccc4)cnc3c12	1	1	-12	-9	-84	0.92	0.7	-3
N#CC1(C#N)[C@@H](C(=O)C23CC4CC(CC(C4)C2)C3)C12CCOCC2	0	-5	-2	0	14	0.91	-0.1	-8
COc1ccc(NC(=O)C2CCCN(C)C2)cc1OCC(C)C (stereo not given)	0	1	-8	-13	8	0.96	0.1	3
Cc1ccc(C(=O)O[C@H](C(=O)O)[C@H](OC(=O)c2ccc(C)cc2)C(=O)O)cc1	-1	-4	1	-3	15	0.89	0.3	-11
COc1ccc(-c2cc(-c3n[nH]c(=S)n3-c3cccc4ccccc34)[nH]n2)cc1	1	-18	-10	15	15	1.6	-0.6	23
CCC1=[N+](CC(=O)c2ccc(C)cc2)CCn2cccc21	-8	-4	5	-2	-117	1	0.3	-11
CN(C)c1ccc(/C=C(\NC(=O)c2ccccc2)C(=O)N/N=C/c2ccc(C(=O)O)cc2)cc1	-24	-2	-4	7	-219	1	-0.2	16

SENP6 inh: hit marks shown above
mol	SENP1 inh	GRIN3A LBD mod	ATG4B inhibitor	SENP6 inh	SENP8 block	hIAP activ	MPTP block	PfGluPho inh
COc1cc(NC(=O)c2ccccc2)cc(OC)c1	1	-1	-7	54*	5	1	0.2	0

The list continues.
mol	SENP1 inh	GRIN3A LBD mod	ATG4B inhibitor	SENP6 inh	SENP8 block	hIAP activ	MPTP block	PfGluPho inh
CC1=C(C(=O)OCC(C)C)C(c2ccsc2)NC(=O)N1 (stereo not given)	1	0	-4	-3	3	1.1	0.5	-2
COC(=O)c1ccc(C2C(Oc3ccc(OC)cc3)C(=O)N2CCc2ccc(OC)c(OC)c2)cc1 (stereo not given)	-2	3	-13	4	15	1	-0.5	9
COc1ccc(NC(=O)c2oc3ccccc3c2NC(=O)C2CCCO2)cc1OC (stereo not given)	3	0	-2	2	-16	0.94	0.5	1
C#CCN1C=CC(=O)[C@@H](OC(=O)Nc2ccc(Br)cc2)[C@H]1c1ccccc1Br	2	-8	nt	nt	-18	nt	-0.6	19
CCCCC(=O)OCC(=O)C1(O)Cc2c(O)c3c(c(O)c2C(OC2CC(NC(=O)C(F)(F)F)C(O)C(C)O2)C1)C(=O)c1c(OC)cccc1C3=O (stereo not given)	95*	5	3	nt	45*	nt	4.4	-1
CCOc1cc(/C=N/O)cc(Br)c1OC	1	11*	5	15	7	0.86	-0.3	12
Cn1c(SCC(=O)NC2CCCC2)nc2cccnc21	1	1	0	-4	7	1.1	-0.9	-17
COc1cccc(-n2c(=O)c3sccc3n(CC(=O)NCC3CCCO3)c2=O)c1 (stereo not given)	3	-8	-3	0	7	1.4	-2.2	-4
CN1CCCN(Cc2ccccc2C(F)(F)F)CC1	2	0	1	-6	11	1	1.1	-6
CN(C(=O)c1cccc(NC(=O)Cc2ccc([N+](=O)[O-])cc2)c1)C1CCCC1	5	-7	2	8	9	0.96	0.3	0
Cc1cc(C)n(-c2ccc(C(=O)N3CCN(S(=O)(=O)c4ccc(Cl)cc4)CC3)cc2)n1	0	0	-63	-18	4	1.1	-1.1	6
CCCNC(C)C(=O)Nc1ccccc1C (stereo not given)	1	0	-1	-2	9	1.1	-2.4	-2
C=CCN(CC=C)C(=O)c1cccc(S(=O)(=O)N2c3ccccc3CC2C)c1 (stereo not given)	0	0	3	-7	24	1	4.6	-1
CCOC(=O)N1CCN(C2=C(NS(=O)(=O)c3ccc(Br)cc3)C(=O)c3ccccc3C2=O)CC1	3	nt	nt	nt	54*	nt	1.3	9
C=CCC(O)(CC=C)CNC(=O)C1CCC(=O)N(CCCc2ccccc2)C1 (stereo not given)	1	0	0	2	-3	1.1	1.0	-8
CN(C(=O)COC(=O)c1ccccc1Nc1ccccc1)C1CCS(=O)(=O)C1 (stereo not given)	1	-3	-6	-22	-225	1.1	49	-16
C/C(=N\NC(=O)c1cccnc1)c1ccc(Br)cc1	2	-3	2	-3	5	0.96	-0.4	-8
COc1ccc(CCNC(=O)NC23CC4CC(CC(C4)C2)C3)cc1OC	2	3	7	7	27	0.89	-1.2	-14
O=C(Nc1cccn(Cc2c(Cl)cccc2Cl)c1=O)c1ccc(Cl)cc1Cl	0	-1	14	-7	2	0.96	0.8	11
O=C(COC(=O)c1cccc(F)c1)NC(=O)NC1CCCC1	4	0	-9	-18	21	0.79	-0.2	3
COc1ccc(C(=O)NCC(=O)N/N=C/c2ccco2)cc1OC	-1	-3	-9	101*	14	1.3	-0.8	-9
Cc1cc(OCCCn2ccnc2)ccc1C(C)C	2	-3	3	2	8	1.1	0.3	2
CN(Cc1ccccc1)C(=O)CCS(=O)(=O)c1ccc2c(c1)n(C)c(=O)c(=O)n2C	-2	-1	-7	1	-59	1.1	-1.5	24
CCc1c(O)nc(SCC(=O)Nc2ccc3c(c2)CCC3)[nH]c1=O	3	-3	6	-1	18	1.1	-2.3	-11
C=CC[C@H](CC(=O)NCCO)C(=O)N[C@@H](COC(=O)[C@H](CC=C)CC(=O)OC(C)(C)C)Cc1ccccc1	1	-2	-6	-4	7	1.1	1.6	8
Cc1ccc(-n2nc3c(=O)n(CC(=O)NC(C)CCc4ccccc4)nc(C)c3c2C)cc1 (stereo not given)	2	0	-7	-6	12	1	5.7	3
COc1ccc(S(=O)(=O)N2CCN(C)CC2)cc1C(=O)Nc1ccccc1	0	-1	4	-2	32	1.1	0.2	-7
CCOc1ccc(C(CC(=O)O)NC(=O)c2cccs2)cc1OC (stereo not given)	1	-1	-8	7	13	1	2.2	-6
Cc1ccccc1NC(=O)c1cccc(S(=O)(=O)Nc2cccc(C(=O)O)c2)c1	0	2	-10	9	2	1.2	-1.1	-6
COc1cc([N+](=O)[O-])ccc1NC(=O)CCS(=O)(=O)c1ccc2c(c1)n(C)c(=O)c(=O)n2C	0	-1	5	0	12	1.2	1.7	16
CCN(CC)c1ccc(C(=O)N/N=C(\C)c2cccc(OC)c2)cc1	-6	3	-8	-2	-287	0.9	-0.6	6

Quoted from the listing.
MPTP block, `Cc1ccc(-n2nc3c(=O)n(CC(=O)NC(C)CCc4ccccc4)nc(C)c3c2C)cc1` (stereo not given) stands at 5.7
SENP1 inh, `Cc1ccccc1NC(=O)c1cccc(S(=O)(=O)Nc2cccc(C(=O)O)c2)c1` stands at 0
GRIN3A LBD mod, `CCN(CC)c1ccc(C(=O)N/N=C(\C)c2cccc(OC)c2)cc1` stands at 3
SENP1 inh, `CCOc1ccc(C(CC(=O)O)NC(=O)c2cccs2)cc1OC` (stereo not given) stands at 1
